Screening results: PubChem BioAssay, several laboratories
TNAP inh hi DEA = human TNAP enzyme inhibitors, primary screen, biochemical, luminescent, high phosphate acceptor level, uHTS; purified TNAP, CDP-star luminescence, 1 M DEA; 200,000 compounds, 0.03% hits; inhibition, % at 20 µM; Alkaline phosphatase, tissue-nonspecific isozyme (Homo sapiens), P05186;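 active = over 50% inhibition of tissue-nonspecific alkaline phosphatase at 20 µM in the single-dose screen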;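 note: plate controls were DMSO wells for no effect and EDTA-quenched wells as full inhibition for full effect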
Target sequence (P05186 whole entry, looked up): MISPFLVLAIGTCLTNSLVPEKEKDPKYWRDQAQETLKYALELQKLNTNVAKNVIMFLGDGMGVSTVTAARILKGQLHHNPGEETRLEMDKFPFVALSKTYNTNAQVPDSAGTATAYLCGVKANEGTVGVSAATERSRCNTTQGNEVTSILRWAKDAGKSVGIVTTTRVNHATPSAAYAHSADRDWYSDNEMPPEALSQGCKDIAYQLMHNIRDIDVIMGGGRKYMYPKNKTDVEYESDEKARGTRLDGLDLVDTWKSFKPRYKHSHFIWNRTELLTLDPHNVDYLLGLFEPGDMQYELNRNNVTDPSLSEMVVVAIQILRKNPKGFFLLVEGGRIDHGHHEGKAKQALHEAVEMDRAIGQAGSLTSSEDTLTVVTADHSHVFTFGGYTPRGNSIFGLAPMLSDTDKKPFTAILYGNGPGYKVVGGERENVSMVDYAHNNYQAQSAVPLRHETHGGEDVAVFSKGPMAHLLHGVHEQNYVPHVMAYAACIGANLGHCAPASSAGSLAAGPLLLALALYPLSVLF
FLuc stim CS = FLuc activators, initial screening, artefact control for FLuc-dependent activation tests, biochemical, ATPlite luminescence. activation factor at 10 µM. AID 1027, 2008. Luciferin 4-monooxygenase (Photinus pyralis), P08659. ATPlite luciferase biochemical, 10 min; 0 = ATP-free wells, 1 = DMSO control. 200,000 tested, under 10 active;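 active = luciferase activation factor, scaled between plate controls, of at least 2 with compound at 10 µM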
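test system = cell-free luciferase reagent | medium = PBS as buffer for the ATP substrate | dosing = test compounds dosed from 2 mM stocks in 100% DMSO | incubation = 10 min at ambient temperature | detection = luminescence measurement of luciferase light output | benchmarks = low control with PBS replacing ATP, high control enzyme plus ATP without compound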
Diaph act CS = compounds boosting diaphorase resazurin reduction – biochemical, uHTS, resorufin fluorescence, counter-screen for diaphorase-coupled primary assays, primary screen | Diaphorase/resazurin coupled assay, 16 min; active compounds read high; 1 = vehicle wells, 0 = NADH-free wells | activation factor at 20 µM | 190,000 compounds, 0.005% hits | AID 1229, 2008;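 active = diaphorase activity raised at least twofold by the compound at 20 µM; inactive = activation factor below 2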
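System – purified diaphorase enzyme from Clostridium kluyveri · Input – enzyme 0.07 U/mL final · Also added – final NADH 0.114 mM, resazurin 0.1 mM · Measured by – fluorescence of resorufin, 544 nm excitation, 590 nm emission · Timing – 16 min enzyme reaction, ambient temperature · Measure – resorufin increase flagging diaphorase activators or reducers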
TNAP act hi DEA = TNAP activators at high phosphate acceptor level, primary screen, biochemical, luminescence, uHTS; purified TNAP, CDP-star luminescence, 1 M DEA, 30 min; active compounds read high; 0 = EDTA background, 1 = DMSO-only activity; activation factor at 20 µM; 200,000 tested, under 10 active; AID 1136, 2008;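 active = activation factor at least 2 at 20 µM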
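system = human TNAP | amount = enzyme diluted 1/800 final | reagent = 100 µM CDP-star substrate | signal = luminescent substrate turnover signal | dosing = one dose, 20 µM | benchmarks = EDTA negative control, DMSO positive control | measure = activation factor | timing = 30 min reaction, room temperature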
PMI act hi M6P = human PMI activators, high substrate, primary screen, biochemical, fluorescence intensity, near-saturating mannose 6-phosphate | coupled PMI enzyme assay, resazurin fluorescence, 20 min; active compounds read high; 1 = untreated enzyme, 0 = substrate-free blank | activation factor at 20 µM | 190,000 compounds, 0.34% hits | AID 1216, 2008;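 active = activation factor of 2 or more at 20 µM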
Target sequence (P34949 whole entry, looked up): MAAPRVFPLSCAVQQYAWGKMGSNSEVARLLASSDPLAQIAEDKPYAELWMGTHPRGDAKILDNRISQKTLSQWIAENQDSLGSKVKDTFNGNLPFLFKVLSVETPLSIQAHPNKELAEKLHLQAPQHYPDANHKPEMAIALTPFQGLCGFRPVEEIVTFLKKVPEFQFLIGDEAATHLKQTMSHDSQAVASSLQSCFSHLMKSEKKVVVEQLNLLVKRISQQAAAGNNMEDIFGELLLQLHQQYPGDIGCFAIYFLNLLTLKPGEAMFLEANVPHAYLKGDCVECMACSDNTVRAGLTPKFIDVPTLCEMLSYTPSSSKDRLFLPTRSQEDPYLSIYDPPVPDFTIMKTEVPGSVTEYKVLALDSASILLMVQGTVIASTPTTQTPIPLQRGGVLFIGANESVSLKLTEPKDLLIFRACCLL
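Test system – human PMI in coupled enzyme assay · Timing – 20 min incubation at room temperature · Detection – Diaphorase-driven resazurin-to-resorufin fluorescence, excitation 544, emission 590 nm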
HMGR II inh = inhibitors of E. faecalis class II HMGR, primary screen, biochemical, Enterococcus faecalis; purified E. faecalis HMGR, NADPH absorbance 340 nm kinetic; HMG-CoA reductase (Enterococcus faecalis, mvaE); 190,000 compounds, 0.41% hits; inhibition, % at 10 µM;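 active = inhibition above a set limit, the median over all tested compounds plus 3 SD, cut at about 9.5% in these data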;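 note: enzyme runs in reverse so mevalonate oxidation gives rising NADPH absorbance; 0% = complete reaction with DMSO and 100% = background rate lacking mevalonate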
TNAP inh no acc = human TNAP enzyme inhibitors, primary screen, biochemical, luminescent, no phosphate acceptor, uHTS; Alkaline phosphatase, tissue-nonspecific isozyme (Homo sapiens), P05186; purified TNAP, CDP-star luminescence, 30 min; inhibition, % at 20 µM; 200,000 compounds, 0.26% hits;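 active = tissue-nonspecific alkaline phosphatase inhibition above about 50% at 20 µM in the single-dose screen, limit read from the data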;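 note: 0% = DMSO negative control and 100% = EDTA positive control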
G6PDH CS = L. mesenteroides G6PDH inhibitors, counter-screen for G6PDH-coupled screening assays, biochemical, Leuconostoc mesenteroides enzyme; glucose-6-phosphate dehydrogenase [Leuconostoc mesenteroides]; Purified L. mesenteroides G6PDH, diaphorase/resazurin coupled fluorescence, 45 min; inhibition, % at 5 µM; 200,000 compounds, 0.12% hits; AID 1020, 2008; in the data active = inhibition above about 50%
Diaph inh CS = diaphorase inhibitors and chemical oxidizers, primary screen, counter-screen for diaphorase-coupled primary assays, biochemical, uHTS, resorufin fluorescence; diaphorase resazurin-to-resorufin fluorescence, NADH, 16 min; bacterial (C. kluyveri) enzyme, not human; inhibition, % at 20 µM; 190,000 compounds, 0.69% hits; AID 1217, 2008;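 active = primary screen inhibition at 20 µM above a set limit, cut at about 50% in these data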;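 note: plate controls were DMSO with full reaction for no effect and wells lacking NADH for full effect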
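Test system: Clostridium kluyveri diaphorase enzyme / Quantity: diaphorase at 0.14 U/mL in enzyme working solution / Incubation: 16-min room-temperature incubation before reading / Benchmarks: NADH-free wells as positive control, DMSO-only neutral wells / Signal: resorufin fluorescence 544/590 nm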
PMI activator = activators of human PMI, primary screen, biochemical, fluorescence intensity, near-Km mannose 6-phosphate. 190,000 compounds, 0.005% hits. Mannose-6-phosphate isomerase (Homo sapiens), P34949. activation factor at 20 µM. purified human PMI, coupled resazurin fluorescence, 20 min; active compounds read high; 1 = vehicle control, 0 substrate-free wells;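 active = activation factor of 2 or more at 20 µM, relative to plate controls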
Starred values were filed as active, the others as inactive; . = not tested or not shown.

cpd	Molecule	TNAP inh hi DEA	FLuc stim CS	Diaph act CS	TNAP act hi DEA	PMI act hi M6P	HMGR II inh	TNAP inh no acc	G6PDH CS	Diaph inh CS	PMI activator
1	C=C(C)Cn1c(SCC#N)nc2ccccc2c1=O	-2	1	0.9	1	0.9	-2	-13	-6	10	0.9
2	O=C(COc1ccc(Br)cc1)NCCO	-5	1	0.9	1	0.9	-4	-10	14	14	1
3	COc1ccc(OCC(=O)Nc2cccc(OC)c2)cc1	-7	0.9	1.1	1.1	1	1	-10	3	-6	1
4	CCOC(=O)c1cc(-c2ccccc2)sc1NC(=O)C(C)Sc1nnc(C)s1 (stereo unspecified)	-3	1.1	0.8	1	1	0	-4	-2	16	1
5	COc1cc(NC(=O)c2ccco2)c(OC)cc1NC(=O)CCC(=O)Nc1cc(C)cc(C)c1	-4	1.1	0.8	1	0.9	0	-6	-64	17	0.8
6	CC(=O)c1sc2nc(-c3ccc(C)cc3)c3c(c2c1N)CCCC3	-7	1.1	0.8	1.1	1.7	-7	-2	1	23	1.4
7	Cc1ccc(CSc2nnc(NC(=O)Cn3cnc4ccccc4c3=O)s2)cc1	-8	1	1	1.1	1	-1	-5	9	3	0.9
8	CCOc1c(Cl)cc(/C=N/O)cc1OC	1	1	0.9	1	1.1	-7	-5	17	10	1
9	COCc1cc(CN2CCN(C)CC2)c(O)c2ncccc12	-6	1	0.7	1.1	0.6	0	-3	42	32	0.6
10	O=c1c2ccccc2nc(CSc2nnnn2-c2ccccc2)n1-c1ccccc1	-4	1.1	1	1	1	-2	-12	1	3	1
11	CCOC(=O)c1c(C)[nH]c(C(=O)Nc2ccc3c(c2)OCO3)c1C	1	0.8	0.8	1	0.8	-7	-8	2	17	0.8
12	COc1cccc(/C(O)=C2/C(=O)C(=O)N(CCCN(C)C)C2c2cccc(Cl)c2)c1 (stereo unspecified)	-6	1.1	1	1.1	1.1	.	3	15	-2	1.1
13	Oc1ccc(/C=N/Nc2ccc3ccccc3c2)c(O)c1	-2	0.9	0.7	1	1.9	3	-3	14	33	1.4
14	COC(=O)C(C(=O)Nc1cccc(Cl)c1C)C1CCCC1 (stereo unspecified)	-7	1	1.1	1.1	1	6	-4	14	-14	1
15	C=CCNC(=O)c1c(N)n(-c2cccc(S(N)(=O)=O)c2)c2nc3ccccc3nc12	-8	1.1	0.7	1.1	0.6	-1	-4	10	29	0.8
16	Cc1ccc(S(=O)(=O)N(C)c2nonc2C)cc1	-2	1	0.9	1	0.9	-4	-4	4	14	0.9
17	CCN(CC)C(=O)CN(c1cc(Cl)ccc1OC)S(=O)(=O)c1ccc(C)c([N+](=O)[O-])c1	-1	1	0.8	1	0.9	-1	-11	4	16	0.9
18	CC1CC(C)CN(C(=O)c2cn(C)c3ccc(S(=O)(=O)N(C)C)cc3c2=O)C1 (stereo unspecified)	-9	1.1	0.9	1.1	1	-1	25	6	12	1.1
19	C=C(C)CNC(=S)NNC(=O)CCn1c2cc(Cl)ccc2c2ccc(Cl)cc21	4	1.1	0.9	1	1.1	3	-14	-14	6	1
20	Cc1nnc(SCC(=O)NC(C)c2ccccc2)[nH]c1=O (stereo unspecified)	-1	1	0.9	1	1.1	0	-10	-1	8	1
21	O=C(Nc1nnc(-c2ccco2)o1)c1ccc(Cl)cc1	-3	0.9	1	1	1	0	-19	9	-3	1.3
22	O=c1c2ccccc2nc2n1CCN2	-7	1.1	0.9	1.1	1	1	-15	-22	9	1
23	CCCOc1cc(C)c(S(=O)(=O)N2CCN(C)CC2)cc1C	-1	1	0.9	1	0.9	4	-9	5	9	0.9
24	C/C(=C\c1ccccc1)CN1CCN(c2ccccc2F)CC1	-6	1.1	0.8	1.1	1	-2	-13	3	17	0.8
25	CC1=NN(c2ccc(Cl)cc2)C(=O)C1	-8	1.1	1	1.1	1.1	0	-16	4	0	1.3

Three structures from above, sorted by count of non-hydrogen atoms, rising:
cpd	Molecule	TNAP inh hi DEA	FLuc stim CS	Diaph act CS	TNAP act hi DEA	PMI act hi M6P	HMGR II inh	TNAP inh no acc	G6PDH CS	Diaph inh CS	PMI activator
3	COc1ccc(OCC(=O)Nc2cccc(OC)c2)cc1	-7	0.9	1.1	1.1	1	1	-10	3	-6	1
11	CCOC(=O)c1c(C)[nH]c(C(=O)Nc2ccc3c(c2)OCO3)c1C	1	0.8	0.8	1	0.8	-7	-8	2	17	0.8
7	Cc1ccc(CSc2nnc(NC(=O)Cn3cnc4ccccc4c3=O)s2)cc1	-8	1	1	1.1	1	-1	-5	9	3	0.9

(cont.)
cpd	Molecule	TNAP inh hi DEA	FLuc stim CS	Diaph act CS	TNAP act hi DEA	PMI act hi M6P	HMGR II inh	TNAP inh no acc	G6PDH CS	Diaph inh CS	PMI activator
26	Cc1ccc(S(=O)(=O)NC2=NCN(Cc3cccnc3)CN2)cc1	3	1	0.9	1	1	5	-4	3	11	1
27	CCOc1ccc(N2CC(C(=O)NCCN3C(=O)S/C(=C\c4cccnc4)C3=O)CC2=O)cc1 (stereo unspecified)	1	1.1	0.9	1	0.9	9	-4	1	9	1
28	CC(C)[C@@H]1NC(=O)c2cc([N+](=O)[O-])cc(I)c2NCC[C@@H](C(N)=O)NC(=O)[C@H](CO)NC1=O	-3	1.1	0.8	1	1.6	-4	-9	9	22	1.4
29	COc1ccc(CCNC(=O)Cn2cnc3c(nnn3Cc3ccc(C)cc3)c2=O)cc1OC	-4	1	0.8	1	0.9	-6	-10	3	18	0.9
30	CC(=O)Nn1c(COc2ccccc2C)nc2ccccc2c1=O	-1	1.1	0.8	1	0.9	-1	-3	8	17	0.9
31	Clc1ccc(-n2nnnc2CN2CCCCC2)cc1Cl	4	1	0.9	1	0.9	0	-5	-12	10	0.9
32	C=CCNC(=O)c1cccn1-c1ccsc1C(=O)OC	1	1	0.9	1	0.9	-5	-5	8	10	0.9
33	CCCCCCC1CC(C)(C(=O)CNc2nncs2)OC1=O (stereo unspecified)	-4	1.1	0.7	1	1.1	-2	-1	-14	28	1
34	O=[N+]([O-])c1ccc2nc(-c3ccccc3)n(OCc3ccc(Cl)cc3)c2c1	-5	1	0.7	1	1.2	-3	1	4	34	1.2
35	COc1ccc2[nH]c(C)c(CCN(Cc3cccs3)C(=S)Nc3ccccc3OC)c2c1	-2	1.1	0.7	1	1.1	-6	-16	-33	28	0.9
36	CCOC(=O)C1=C(CSc2nc(CC)c(C)cc2C#N)OC(N)=C(C#N)C1c1ccccc1 (stereo unspecified)	-8	1.1	0.8	1.1	0.9	1	-12	5	23	0.8
37	CN1CCN(CCCNC(=O)C2CCN(c3nnc(-n4cccc4)s3)CC2)CC1	-3	1	1.1	1	1	-2	-12	8	-6	1
38	COc1ccc(Cc2nnc(SCC(=O)c3ccccc3)o2)cc1	-6	1	1	1.1	1.1	0	-11	2	1	1
39	CC(C)OC(=O)C1C(=O)CC(C)(O)C(C(=O)OC(C)C)C1c1ccc(F)cc1 (stereo unspecified)	-1	1.1	0.9	1	1	3	-8	1	8	1
40	O=C(O)c1ccccc1COc1ccccc1Cl	-5	0.8	0.9	1	1	-5	-14	7	12	1
41	COc1ccc(NC2=NCC(=O)N2c2ccccc2)c(OC)c1	-9	1.1	0.9	1.1	1.1	-2	-20	-2	11	1.1

Entries by screen from above:
TNAP inh no acc for entries 29–37: -10, -3, -5, -5, -1, 1, -16, -12, -12

Filtered by structure, the entries above containing a furan ring, fused or not.
cpd	Molecule	TNAP inh hi DEA	FLuc stim CS	Diaph act CS	TNAP act hi DEA	PMI act hi M6P	HMGR II inh	TNAP inh no acc	G6PDH CS	Diaph inh CS	PMI activator
5	COc1cc(NC(=O)c2ccco2)c(OC)cc1NC(=O)CCC(=O)Nc1cc(C)cc(C)c1	-4	1.1	0.8	1	0.9	0	-6	-64	17	0.8
21	O=C(Nc1nnc(-c2ccco2)o1)c1ccc(Cl)cc1	-3	0.9	1	1	1	0	-19	9	-3	1.3

An unsorted share of the library. Share with any hit: about 1.7%.
